IMPase inh: membrane-permeable compound that blocks inositol monophosphatase; P97697; CHO-M1 cells, IP1 accumulation, HTRF TR-FRET ratio; inhibition (IP1 accumulation), % at 46.1 µM; 120,000 tested, under 10 active; AID 901; active means well fitted curve in the direction sought with a large enough effect in the signal ratio, not every such curve was filed as active; inconclusive means small, poorly fitted or top-dose-only effect, or a change in a side signal; inactive means no such curve, though single readings can be large or run the other way; the % refers to the signal ratio;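 further: cells stimulated with carbachol in lithium chloride buffer; plate controls were DMSO basal wells for no effect and reference inhibitor wells for full effect; higher means more IMPase inhibition seen as more IP1 and lower FRET ratio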
Target sequence (P97697 whole entry, looked up): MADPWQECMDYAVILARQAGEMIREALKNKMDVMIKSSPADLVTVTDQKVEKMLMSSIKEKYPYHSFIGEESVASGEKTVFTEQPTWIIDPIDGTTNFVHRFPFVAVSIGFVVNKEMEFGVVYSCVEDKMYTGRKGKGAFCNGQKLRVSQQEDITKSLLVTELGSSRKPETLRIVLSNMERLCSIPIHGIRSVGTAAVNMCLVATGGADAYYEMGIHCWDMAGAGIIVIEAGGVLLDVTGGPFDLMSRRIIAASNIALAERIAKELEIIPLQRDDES
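Elevated IP1 in lysates lowers TR-FRET signal (665/620 ratio and 620 channel reported). Cells were CHO-M1, given carbachol (50 uM as added) plus 50mM LiCl, pH 7.4, 30 min, 37C; compounds titrated up to 46 uM; AC50 by Hill equation.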
15-hLO-2 inh: blocks human 15-lipoxygenase 2 activity; purified 15hLO-2, xylenol orange hydroperoxide absorbance; Potency, µM (top dose mostly 57.1 µM), without a hit: at the highest dose activity change, negative = inhibition, actives largely listed as inhibitors; actives 0.56% (n = 110,000); AID 881; further: potency means the concentration at half of the fitted maximal effect; nearly all actives have a fitted effect of over 60% in size; many of its hits are not listed in these tables
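Purified human 15hLO-2 (50 nM final) preincubated with compounds 15 min at room temperature in 25 mM Hepes pH 7.5, 0.01% Triton X-100, then 45 uM arachidonic acid added for 90 min; hydroperoxide detected via ferrous/xylenol orange, 573/405 nm absorbance ratio.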
PNC assembly inh: perinucleolar compartment assembly inhibition | PC3M PTB-GFP, PNC prevalence imaging, 16 h; active compounds read low | activity change (PNC), negative = inhibition, % at 10 µM | actives 3.1% (n = 140,000) | AID 2417;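 active means readout at or below -70, meaning at least 70% loss of cells showing the perinucleolar compartment, a nuclear body marking cancer cells; inconclusive means readout between -30 and a set limit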;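 further: plate controls were DMSO wells for no effect and camptothecin positive control wells for full effect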
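Read-out is percentage of cells bearing a perinucleolar compartment, from automated 20x imaging of fixed, Hoechst-stained PC3M PTB-GFP cells. Cells were seeded 4 h, then exposed 16 h to compound (23 nl of library stock) in duplicate plates.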
12-hLO inh: inhibitors of human 12-lipoxygenase (ALOX12); actives 0.12% (n = 150,000); Potency, µM (doses to about 57.1 µM), without a hit: top-dose activity change, negative = inhibition, actives largely listed as inhibitors; purified 12-hLO, xylenol orange hydroperoxide absorbance; further: potency means the concentration at half of the fitted maximal effect; nearly all actives have a fitted effect of over 55% in size; many of its hits are not listed in these tables
Target sequence (P18054 whole entry, looked up): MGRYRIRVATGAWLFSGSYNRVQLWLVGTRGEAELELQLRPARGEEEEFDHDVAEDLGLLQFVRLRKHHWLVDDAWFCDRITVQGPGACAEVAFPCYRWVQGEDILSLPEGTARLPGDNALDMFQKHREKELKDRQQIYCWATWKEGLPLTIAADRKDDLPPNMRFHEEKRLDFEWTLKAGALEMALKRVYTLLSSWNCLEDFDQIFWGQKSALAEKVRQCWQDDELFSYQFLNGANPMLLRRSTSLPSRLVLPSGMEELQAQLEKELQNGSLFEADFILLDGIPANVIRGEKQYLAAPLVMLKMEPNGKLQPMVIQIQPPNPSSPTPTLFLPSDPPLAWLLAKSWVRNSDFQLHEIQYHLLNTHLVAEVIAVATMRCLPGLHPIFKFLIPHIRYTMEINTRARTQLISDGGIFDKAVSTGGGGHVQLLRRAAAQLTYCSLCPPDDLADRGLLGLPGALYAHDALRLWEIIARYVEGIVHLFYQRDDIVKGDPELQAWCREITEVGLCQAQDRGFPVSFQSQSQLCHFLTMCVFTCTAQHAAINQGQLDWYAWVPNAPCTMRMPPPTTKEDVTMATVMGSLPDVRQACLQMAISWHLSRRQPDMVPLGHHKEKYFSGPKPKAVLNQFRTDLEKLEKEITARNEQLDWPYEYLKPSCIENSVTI
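Hydroperoxide formation by human 12-lipoxygenase from 40 uM arachidonic acid was followed colorimetrically via ferric-xylenol orange complex, using the 573/405 nm absorbance ratio. Enzyme concentration was 150 nM, with 30 min reaction at room temperature.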
Starred values were filed as active, the others as inactive; ? = inconclusive; / = not tested or not shown; [ ] = another dose, or the depositor's remark. Unless noted, the call rests on the fitted dose curve; in most records, active means well fitted curve in the direction sought with a large enough effect; inconclusive means small, poorly fitted or top-dose-only effect, or another doubt; inactive means no such curve, though single readings can be large; an effect the other way counts as inactive or inconclusive. Unless noted, on the % scale 0 is the no-effect control and ±100 the full control effect. This is a subset (hit frequency here may not be typical).

#	structure	IMPase inh	15-hLO-2 inh	PNC assembly inh	12-hLO inh
1	O=C(CCCN1C(=O)/C(=C/c2ccccc2Cl)SC1=S)Nc1ccccn1	-2	/	17	0%
2	Cc1nnc(SCC2=C(C(=O)O)N3C(=O)[C@@H](NC(=O)Cn4cnnn4)[C@@H]3SC2)s1	0[20.6 µM]	10%[25.6 µM]	/	-6%[25.6 µM]
3	CC(C)c1ccc2oc(=O)cc(CN3CCN(c4ccccc4)CC3)c2c1	10	4%	5	-8%
4	N=c1n(CCO)c2ccccc2n1CCOc1ccccc1	1	15%	-11	1%
5	CC(C)C(=O)Nc1cc(C(F)(F)F)ccc1N1CCOCC1	-3[1.84 µM]	8%[11.4 µM]	-26	2%
6	Cc1ccccc1NC(=O)C1CCCN1C(=O)NC1CCCCC1 (stereo not given)	5	4%	0	-2%
7	O=C(CCNS(=O)(=O)c1ccccc1C(F)(F)F)NCc1ccc2c(c1)OCO2	2	-4%	-22	2%
8	CCCCCC(=O)NNC(=O)c1ccc(F)cc1	/	/	65	1%
9	COc1ccc(-c2nc(C3CCCCC3)no2)cc1OC	8	4%	-26	-8%
10	Cc1ccc(C)c(OCCn2cc(/C=C(\C#N)C(=O)NCc3cccs3)c3ccccc32)c1	21[1.84 µM]	1%[11.4 µM]	?	-1%
11	O=C(CN1CCN(S(=O)(=O)c2ccccc2)CC1)Nc1ccccc1C(=O)c1ccccc1	1	/	-9	0%
12	N#C/C(=C\c1ccc(Sc2ccccc2)o1)c1nc2ccccc2[nH]1	/	/	?	-1%
13	COc1ccccc1NC(=O)Cn1nc(-c2ccc(Cl)cc2)c2ccccc2c1=O	8	-3%	6	-10%
14	O=C(COC(=O)CCCSc1nc2ccccc2[nH]1)Nc1cccc(F)c1	-9	/	-1	-4%
15	Cc1cccc(OCC(=O)Nc2ccccc2-c2ccccc2)c1	/	/	?	-2%
16	COc1cc(/C=C/C(C)=O)cc(OC)c1OC	1	-5%	9	-1%
17	CS(=O)(=O)N1CCC2(CC1)CN(c1ccncc1)C2	/	9%	/	4%
18	CCCc1nc2scc(-c3ccccc3)c2c(=O)n1N	-9	-3%	?	1%
19	CCc1cc2ccc(C)cc2nc1SCC(=O)NNC(=O)c1ccco1	/	/	?	-2%
20	CCc1nnc(NC(=O)CSc2ncnc3scc(-c4ccc(C)cc4)c23)s1	-1	0%	5	3%
21	Cc1cc(Nc2ccccc2)nc(-c2ccccc2O)n1	4	19%	-22	-9%
22	O=C(Cc1ccc(Br)cc1)Nc1ccccc1Cl	/	/	14	-1%
23	CCOC(=O)c1sc2nc(N3CCCC3)c3c(c2c1N)CC(C)(C)OC3	-3	-6%	6	-5%
24	CCOC(=O)N1CCN(C(=O)c2ccc(S(=O)(=O)c3ccc(C)cc3)c(NC(C)=O)c2)CC1	1	-9%	115	1%
25	O=C(Nc1ccc2c(c1)nc1n2CCN(C2CCCCC2)C1)NC1CCCCC1	6	26%	92	-4%
26	COc1ccc(C(=O)N2CCC3(CCCN(Cc4nccs4)C3)CC2)cc1	/	18%	/	0%
27	COc1cc(S(=O)(=O)NCCN2CCOCC2)c(OC)cc1Cl	-7	-8%	-10	-2%
28	N[C@@H](C(=O)O)c1ccc(O)c(C(=O)O)c1	-2	13%	/	-1%
29	O=C(Nc1nc2c(cc3c4c(cccc42)CC3)s1)c1ccccc1Cl	-12	/	34	-2%
30	COc1ccc(/C(O)=C2/C(=O)C(=O)N(CC3CCCO3)C2c2cccc(OC)c2)cc1 (stereo not given)	-18	/	3	1%
31	O=C(Oc1cccc(Nc2ncnc3ccccc23)c1)c1ccccc1Cl	14	28%	?	-3%
32	CCc1nnc(NC(=O)c2ccc(S(=O)(=O)N3CCN(Cc4ccccc4)CC3)cc2)s1	?	-24%	34	-2%

Grouped by structure, the entries above with a CF3 group
#	structure	IMPase inh	15-hLO-2 inh	PNC assembly inh	12-hLO inh
5	CC(C)C(=O)Nc1cc(C(F)(F)F)ccc1N1CCOCC1	-3[1.84 µM]	8%[11.4 µM]	-26	2%
7	O=C(CCNS(=O)(=O)c1ccccc1C(F)(F)F)NCc1ccc2c(c1)OCO2	2	-4%	-22	2%

Following part:
#	structure	IMPase inh	15-hLO-2 inh	PNC assembly inh	12-hLO inh
33	Cc1ccc(S(=O)(=O)NC(CC(=O)NCC2CCCO2)c2ccco2)cc1 (stereo not given)	4	2%	?	-1%
34	Cc1noc(C)c1CSc1nc2[nH]ncc2c(=O)n1-c1ccccc1	11	/	-100*	0%
35	O=S(=O)(/N=C(/Nc1cccc2ccccc12)c1ccccc1)c1cccs1	1	-9%	?	-1%
36	C=CCNc1nc(N2CCOCC2)nc(N2CCOCC2)n1	1	/	304	3%
37	COCC(C)n1c(C)cc(C(=O)COC(=O)c2ccc3c(c2)NC(=O)CS3)c1C (stereo not given)	/	/	?	-3%
38	O=C(c1cccc(C(F)(F)F)c1)N1CCCC1	-3	-5%	33	2%
39	CC(C)[C@H](NC(=O)c1ccccc1)C(=O)OCC(=O)N1CC2(C)CC1CC(C)(C)C2 (stereo not given in full)	/	/	-12	-2%
40	COc1nc(-c2ccccc2)ccc1-c1noc(-c2ccc(F)cc2)n1	2	7%	-9	-8%
41	Cc1nc(N2CCN(S(=O)(=O)c3cccc4nonc34)CC2)c2c3c(sc2n1)CCCC3	3	10%	-18	0%
42	COc1ccc(OCCCC(=O)N2CCCc3ccccc32)cc1	-6	13%	?	2%
43	COc1ccc(N2C(=O)CSC2c2cccs2)cc1 (stereo not given)	/	/	-114*	0%
44	COc1cc(OC)nc(NC2OC(=O)c3ccccc32)n1 (stereo not given)	-1	6%	-11	15%
45	O=C1C(c2ccc(F)cc2)N(Cc2ccc3c(c2)OCO3)C(=O)CN1C1CCCC1 (stereo not given)	4	-3%	-4	-7%
46	O=C(NC1=NCCS1)c1ccc(OCC2CCCO2)cc1 (stereo not given)	-3	2%	?	-3%
47	CCC(C)NCCOCCOc1ccc(Cl)c(C)c1C (stereo not given)	/	/	6	1%
48	NCC1O[C@@H](O[C@@H]2C(O)[C@H](O[C@H]3OC(CO)C(O)C(N)C3O)[C@@H](N)C[C@H]2N)C(N)C(O)C1O (stereo not given in full)	/	-8%	/	-1%
49	COC(=O)C1=C(N)OC2=C(C(=O)CCC2)C1c1cccs1 (stereo not given)	-2	6%[2.29 µM]	?	3%
50	COc1cccc(C2N(c3ccc(Cl)cc3)C(=O)C3CCCN32)c1 (stereo not given)	-1	/	-1	4%
51	O=C(Cn1ccsc1=NC(=O)C(F)(F)F)c1ccccc1	1	12%	60	1%
52	Cc1ccc(OCc2nc(C#N)c(NCc3ccco3)o2)cc1	16	-14%	33	-8%
53	Cc1oc2c(C)c(O)ccc2c(=O)c1N1C(=O)c2ccccc2C1=O	/	/	0	-3%
54	Cn1c2c(c(=O)n(C)c1=O)C(CC(=O)Nc1ccccc1)C(=O)N2 (stereo not given)	-1	0%	?	0%
55	O=C(c1ccco1)N1CCC2(CC1)CN(c1ccc(-c3ccccc3)cc1)C2	/	?	/	-4%
56	CCOC(=O)c1c(NC(=O)C2COc3ccccc3O2)sc2c1CCN(Cc1ccccc1)C2 (stereo not given)	3	/	1	-4%
57	O=C(CSc1nnc(-c2cccnc2)n1-c1ccccc1)Nc1ccccc1	-9	/	-100*	6%
58	Cc1onc(-c2ccccc2Cl)c1C(=O)N(C)C1CCCCC1	7	0%	31	0%
59	O=C(NC1CCCCC1)C(c1ccc(F)cc1)N(Cc1ccccc1)C(=O)CN1C(=O)c2ccccc2S1(=O)=O (stereo not given)	/	/	-20	2%
60	CCSc1nnc(NC(=O)Cc2ccccc2OC)s1	?	/	-29	0%
61	CN1CCc2c(sc3c2C(=O)NC(c2cn(Cc4ccccc4)c4ccccc24)N3)C1 (stereo not given)	-2	66%[activator]	-103*	4%
62	COc1ccc(N2CCN(c3ccc(NC(=O)c4ccc5c(c4)OCO5)cc3C#N)CC2)cc1	1	-4%	19	-1%
63	COc1ccc(OC)c(NC(=O)C(=O)NCCC2=CCCCC2)c1	/	/	3	-4%
64	CCc1cc2c(NC(C(=O)O)C(C)C)ncnc2s1 (stereo not given)	-6	-1%	10	0%
65	COc1cc2c(cc1NC(=O)/C=C/c1ccccc1)oc1ccccc12	-4	0%	-20	-6%
66	COC(=O)CNC(c1ccccc1)c1cc(C)ccc1NC(=O)CNC(=O)OCc1ccccc1 (stereo not given)	9	2%	?	-11%
67	N[C@H](CCCC(=O)O)C(=O)O	3	2%	/	-5%
68	CC(Sc1nnnn1-c1ccccc1)C(=O)Nc1ccccc1-c1ccccc1 (stereo not given)	/	/	-134*	-1%
69	O=C(N/N=C/c1ccc(-c2cccc(C(F)(F)F)c2)o1)c1ccccc1O	-11	/	-26	-2%
70	N#CCCn1cc(/C=N/NC(=O)c2ccncc2)c(-c2ccc(F)cc2)n1	2	/	11	-1%
71	Cc1ccc(SCC(=O)Nc2ccc(N3CCN(C)CC3)c(F)c2)cc1	5	3%	-9	0%
72	CN(C)[C@@H]1C(=O)C(C(N)=O)=C(O)[C@]2(O)C(=O)C3=C(O)c4c(O)ccc(Cl)c4[C@H](O)[C@H]3C[C@@H]12	?	14%[25.6 µM]	/	-2%[25.6 µM]

Laid out differently: entries from further up.
(63) COc1ccc(OC)c(NC(=O)C(=O)NCCC2=CCCCC2)c1
  IMPase inh = /
  15-hLO-2 inh = /
  PNC assembly inh = 3
  12-hLO inh = -4%

(35) O=S(=O)(/N=C(/Nc1cccc2ccccc12)c1ccccc1)c1cccs1
  IMPase inh = 1
  15-hLO-2 inh = -9%
  PNC assembly inh = ?
  12-hLO inh = -1%

More records
#	structure	IMPase inh	15-hLO-2 inh	PNC assembly inh	12-hLO inh
73	O=C(O)c1ccc(NC(=S)NC(NC(=O)c2ccco2)C(Cl)(Cl)Cl)cc1 (stereo not given)	-7	-3%	?	-12%
74	O=C(NCc1cccnc1)c1ccc2c(c1)OCO2	2	-8%	-25	-1%
75	CN(C)CCCNC(CC(=O)Nc1cccc([N+](=O)[O-])c1)C(=O)O (stereo not given)	/	/	-12	2%
76	COc1ccc(NC(=O)c2ccc(-c3ccccc3C(F)(F)F)o2)cc1	/	/	-100*	-6%
77	OCCO	/	-1%	/	-4%
78	O=[N+]([O-])c1ccc(S(=O)(=O)Nc2ccc(-c3csc(-c4ccccc4)n3)cc2)cc1	0	-1%	?	?
79	CCOC(=O)c1[nH]c2cc(OC)c(OC)cc2c1NC(=O)CN1CCN(c2ccc(OC)cc2)C(C)C1 (stereo not given)	-4	-2%	?	-6%
80	COc1ccc(N2CC(C(=O)NCCCN3CCOCC3)CC2=O)cc1 (stereo not given)	-2	-3%	7	1%
81	COc1ccc(Br)cc1CNC(=O)C1CCN(S(=O)(=O)N2CCC(C)CC2)CC1	/	/	-15	1%
82	O=C(Nc1cccc(-c2nnc(-c3ccco3)o2)c1)C(c1ccccc1)c1ccccc1	-2	1%	10	-6%
83	CCOC(=O)c1sc2nc(SCC#N)n(CC3CCCO3)c(=O)c2c1C (stereo not given)	1	-13%	28	-2%
84	COc1cc(-c2nc(-c3ccccc3)c(-c3cc([N+](=O)[O-])ccc3C)[nH]2)cc(OC)c1OC	2	/	18	-10%
85	CCN(CC)c1ccc(/C=N/N2CCN(Cc3ccc(C)cc3)CC2)c(O)c1	7	49%[activator]	?	4%
86	O=C(NCCN1CCOCC1)c1cc(-c2cccs2)on1	/	/	1	-3%
87	O=C(NCCC1=CCCCC1)C1CCCN(S(=O)(=O)c2cnc[nH]2)C1 (stereo not given)	-3	3%	24	-6%
88	CCC(C)Oc1ccccc1C1CC(=O)NC2=C1C(=O)CCC2 (stereo not given)	-12	-3%	56	-1%
89	O=c1cc(-c2ccccc2)nc2nc[nH]n12	2	-2%	38	-1%
90	COc1ccc(CNc2ccc(C)cc2)cc1Br	-11	/	-27	3%
91	CCOC(=O)C1CCCN(CC(=O)Nc2c(C(=O)OC)[nH]c3ccc(C)cc23)C1 (stereo not given)	-3	-3%	38	-3%

Compound activity as filed in PubChem BioAssay.
